Screening data deposited in PubChem BioAssay by Broad Institute.
Pf Dd2 inh – P. falciparum Dd2 growth inhibitors, primary screen, SYBR Green fluorescence, single dose replicates; 72 h; hits give low values; activity change, % at 10 µM; 94,000 compounds, 2.3% hits; AID 1159554, 2015; in the data active = activity change below about -80%; inconclusive = no clear call, values can overlap the other calls
C diff growth – C. difficile growth inhibitors, primary screen, HTS; Clostridium difficile clinical isolate growth, OD600, 24 h; hits give low values; growth activity, negative = inhibition, % at 16 µg/mL (by protocol); 86,000 compounds, 0.25% hits; AID 1259249, 2017;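 active = mean growth activity at or below -80% and every replicate also at or below -80%; inconclusive = mean at or below -80% but some replicate above -80%; inactive = mean growth activity above -80%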;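 note: 0% = DMSO wells and -100% = levofloxacin 16 µg/mL wells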
Tcruzi prolif – T. cruzi intracellular proliferation inhibitors, primary screen, cell-based, beta-gal Tulahuen parasites, NIH3T3 host, luminescence | T. cruzi beta-gal in NIH3T3, GalScreen luminescence, 90 h | inhibition, % at 8.34 µM | 77,000 compounds, 5.9% hits;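 active = mean inhibition above about 93%, with at least 55% of replicates each passing it, limit read from the data, passing the limit was not always enough; inconclusive = only one of those two conditions holds; inactive = neither condition holds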
KDM4C inh – inhibitors of GASC-1 (KDM4C) histone demethylase, primary screen, biochemical, single concentration HTS | inhibition, % at 12.5 µM | GST-KDM4C 2-372, H3K9me3 peptide, LANCE TR-FRET | Lysine-specific demethylase 4C (Homo sapiens), Q9H3R0 | 96,000 compounds, 0.15% hits;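 active = mean replicate inhibition above about 25%, with at least 55% of replicates also reaching it, limit read from the data, passing the limit was not always enough; inconclusive = only one of those two conditions met; inactive = neither condition met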
Target sequence (Q9H3R0 2-372 limits assumed): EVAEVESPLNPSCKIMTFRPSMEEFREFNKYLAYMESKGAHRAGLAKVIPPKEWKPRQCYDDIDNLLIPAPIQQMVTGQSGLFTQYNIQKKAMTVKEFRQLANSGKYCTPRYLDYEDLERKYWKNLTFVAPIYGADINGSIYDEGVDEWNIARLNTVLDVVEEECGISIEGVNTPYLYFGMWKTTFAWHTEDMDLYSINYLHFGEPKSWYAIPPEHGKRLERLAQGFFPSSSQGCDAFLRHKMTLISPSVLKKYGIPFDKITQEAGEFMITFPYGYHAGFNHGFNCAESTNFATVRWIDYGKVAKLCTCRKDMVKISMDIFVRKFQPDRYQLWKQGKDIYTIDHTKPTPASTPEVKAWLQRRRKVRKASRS
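material = GST-tagged GASC-1 (JMJD2C) catalytic fragment, aa 2-372 | amount = enzyme final amount 10 nM | medium = HEPES buffer, pH 7.5, plus ascorbate | also added = H3K9me3 peptide substrate, Fe(II), 2-oxoglutarate | dosing = single dose | times = 30 min demethylation and 1 h detection at room temperature | detection = LANCE TR-FRET | read-out basis = Fall in 671/618 emission ratio as inhibition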
The depositor's hits bear a star; ? = inconclusive; / = no result given; & = joins results of further samples. Outcome played no part in choosing rows, and some 6.8% of all compounds hit somewhere here.

Sample of the layout:
Assay codes – A = Pf Dd2 inh; B = C diff growth; C = Tcruzi prolif; D = KDM4C inh
#1 COCC(=O)N(C)C[C@@H]1Oc2cc(C3=CCCC3)ccc2S(=O)(=O)N([C@H](C)CO)C[C@H]1C
  A: 1	B: -2	C: /	D: 0.3

#2 C[C@H]1CN([C@@H](C)CO)C(=O)c2cc(NS(=O)(=O)c3ccccc3)ccc2O[C@H]1CN(C)C(=O)Nc1ccc(F)cc1
  A: 3	B: -2	C: 27	D: 0.0

Main list, from the start:
Assay codes – A = Pf Dd2 inh; B = C diff growth; C = Tcruzi prolif; D = KDM4C inh
#1 COCC(=O)N(C)C[C@@H]1Oc2cc(C3=CCCC3)ccc2S(=O)(=O)N([C@H](C)CO)C[C@H]1C
  A: 1	B: -2	C: /	D: 0.3

#2 C[C@H]1CN([C@@H](C)CO)C(=O)c2cc(NS(=O)(=O)c3ccccc3)ccc2O[C@H]1CN(C)C(=O)Nc1ccc(F)cc1
  A: 3	B: -2	C: 27	D: 0.0

#3 COc1ccc2c3c([nH]c2c1)[C@H](CO)N(C(=O)Nc1cccc(F)c1)CC31CCN(S(=O)(=O)c2ccccc2)CC1
  A: ?	B: 0	C: /	D: -0.9

#4 C[C@@H]1CN([C@@H](C)CO)C(=O)c2cc(-c3ccncc3)cnc2O[C@H]1CN(C)C(=O)Cc1ccccn1
  A: 8	B: 1	C: 5	D: 0.9

#5 CCC(=O)N1C[C@@H](C)[C@H](OC)CN(C)C(=O)c2ccc(NC(=O)Nc3ccccc3)cc2OC[C@H]1C
  A: -50	B: -10	C: -12	D: -0.5

#6 C[C@H](CO)N1C[C@H](C)[C@H](CN(C)C(=O)NC2CCCCC2)Oc2ncc(/C=C/c3ccccc3)cc2C1=O
  A: -60&-1	B: -7&5	C: /	D: -0.6

#7 COc1ccc(NC(=O)N(C)C[C@H]2Oc3ccc(NS(=O)(=O)c4ccc(Cl)cc4)cc3C(=O)N([C@H](C)CO)C[C@H]2C)cc1
  A: 3	B: -5	C: -52	D: 0.8

#8 O=C(C[C@@H]1CC[C@H]2[C@@H](COC[C@@H](O)CN2Cc2ccc(Oc3ccccc3)cc2)O1)N1CCN(c2ccccc2)CC1
  A: -26	B: -9&-27	C: 34	D: -2.2

#9 CO[C@@H]1CN(C)C(=O)c2ccc(NS(C)(=O)=O)cc2OC[C@@H](C)N(C)C[C@H]1C
  A: 6	B: -2	C: -3	D: 11

#10 Cc1ccc(S(=O)(=O)Nc2ccc3c(c2)C(=O)N([C@H](C)CO)C[C@H](C)[C@H](CN(C)Cc2ccccc2)OCCCC[C@H](C)O3)cc1
  A: -41	B: 7	C: 51	D: 0.1

#11 CCCN(C)C[C@@H]1Oc2cc(/C=C/c3ccccc3)ccc2S(=O)(=O)N([C@@H](C)CO)C[C@@H]1C
  A: -58	B: 23	C: /	D: -1.7

#12 C[C@@H]1CN([C@H](C)CO)C(=O)c2cccc(NC(=O)C3CCOCC3)c2O[C@H]1CN(C)S(=O)(=O)c1ccc(F)cc1
  A: -7	B: 4	C: 29	D: 1.2

#13 O=C(Nc1cc(F)ccc1F)N[C@H]1C=C[C@@H](CC(=O)N2CCc3ccccc3C2)O[C@H]1CO
  A: 6	B: /	C: -13	D: 1.6

#14 CC(C)C#Cc1cnc2c(c1)C(=O)N([C@@H](C)CO)C[C@@H](C)[C@H](CN(C)Cc1ccccc1)O2
  A: /	B: -4	C: 2	D: -0.7

#15 CC(C)NC(=O)N(C)C[C@H]1Oc2ccc(NC(=O)Nc3ccccc3)cc2CC(=O)N([C@@H](C)CO)C[C@H]1C
  A: 15	B: -7	C: /	D: -0.1

#16 C[C@@H]1CN([C@H](C)CO)C(=O)c2cc(C#C[C@@H](C)O)cnc2O[C@H]1CN(C)C(=O)Cc1ccncc1
  A: 39	B: 2	C: /	D: 2.1

#17 O=C(Cc1ccccn1)N[C@@H]1C=C[C@@H](CC(=O)N2CCCCC2)O[C@H]1CO
  A: 2	B: 3	C: -124	D: 1.9

#18 COc1ccc2c3c(n(C)c2c1)[C@@H](CO)N(C(=O)NC1CCCCC1)CC31CN(C)C1
  A: 8	B: -2	C: /	D: -1.6

#19 Cc1ccc(S(=O)(=O)N[C@@H]2C=C[C@@H](CC(=O)NCc3ccncn3)O[C@@H]2CO)cc1
  A: 19	B: 1	C: 56	D: 0.2

#20 C[C@H]1CCCCO[C@H](CN(C)S(=O)(=O)c2ccc(F)cc2)[C@@H](C)CN([C@@H](C)CO)C(=O)c2cc(NS(=O)(=O)c3ccccc3)ccc2O1
  A: -67	B: 4	C: 62	D: -0.4

#21 C/C=C/c1ccc2c(c1)O[C@H](CN(C)Cc1cncnc1)[C@H](C)CN([C@H](C)CO)S2(=O)=O
  A: 20	B: 3	C: /	D: 0.3

#22 Cc1ccc(S(=O)(=O)Nc2ccc3c(c2)C(=O)N([C@@H](C)CO)C[C@@H](C)[C@@H](CN(C)Cc2ccc(Cl)c(Cl)c2)OCCCC[C@@H](C)O3)cc1
  A: -39	B: /	C: 76	D: -0.1

#23 O=C(c1ccccn1)N1CC(=O)N2[C@H](CO)[C@@H](c3ccc(C#Cc4ccccc4)cc3)[C@H]2C1
  A: -8	B: -7	C: /	D: 0.5

#24 C[C@H]1CN([C@@H](C)CO)C(=O)Cc2cc(NC(=O)Nc3ccccc3)ccc2O[C@@H]1CN(C)S(=O)(=O)c1ccccc1
  A: -36	B: 7	C: 34	D: -2.2

#25 C[C@@H]1CN([C@H](C)CO)C(=O)Cc2cc(NC(=O)Nc3ccccc3)ccc2O[C@H]1CN(C)S(C)(=O)=O
  A: 15	B: 0	C: /	D: 9.9

In the list so far, these contain an aryl methoxy group.
Assay codes – A = Pf Dd2 inh; B = C diff growth; C = Tcruzi prolif; D = KDM4C inh
#3 COc1ccc2c3c([nH]c2c1)[C@H](CO)N(C(=O)Nc1cccc(F)c1)CC31CCN(S(=O)(=O)c2ccccc2)CC1
  A: ?	B: 0	C: /	D: -0.9

#7 COc1ccc(NC(=O)N(C)C[C@H]2Oc3ccc(NS(=O)(=O)c4ccc(Cl)cc4)cc3C(=O)N([C@H](C)CO)C[C@H]2C)cc1
  A: 3	B: -5	C: -52	D: 0.8

#18 COc1ccc2c3c(n(C)c2c1)[C@@H](CO)N(C(=O)NC1CCCCC1)CC31CN(C)C1
  A: 8	B: -2	C: /	D: -1.6

More structures.
Assay codes – A = Pf Dd2 inh; B = C diff growth; C = Tcruzi prolif; D = KDM4C inh
#26 C[C@@H]1CCCCO[C@H](CN(C)Cc2ccc(C(=O)O)cc2)[C@H](C)CN([C@H](C)CO)C(=O)c2cc(NC(=O)NC3CCCCC3)ccc2O1
  A: -50	B: -1	C: -5	D: 3.1

#27 C[C@@H]1CN([C@@H](C)CO)C(=O)c2cc(C#CC3(O)CCCC3)cnc2O[C@@H]1CN(C)C(=O)Cc1cccnc1
  A: 15	B: -5	C: /	D: -2.5

#28 COc1ccc(S(=O)(=O)Nc2cccc3c2O[C@H](CN(C)Cc2ccc(Cl)c(Cl)c2)[C@H](C)CN([C@@H](C)CO)C3=O)cc1
  A: -16	B: -6	C: 43	D: -0.2

#29 Cc1noc(C)c1NC(=O)N(C)C[C@@H]1Oc2c(cccc2N(C)C)C(=O)N([C@H](C)CO)C[C@@H]1C
  A: -16	B: 9	C: 33	D: -1.6

#30 CN1c2ccc(-c3ccc(C#N)cc3)cc2[C@@H]2[C@@H](CCN2C(=O)CC2CC2)[C@@H]1CO
  A: 6	B: 6	C: ?	D: -0.3

#31 COC(=O)C[C@@H]1C[C@@H]2c3cc(NC(=O)C4CCOCC4)ccc3O[C@@H]2[C@@H](CO)O1
  A: 6	B: -5	C: 12	D: 6.9

#32 COCC(=O)N(C[C@H]1N[C@H](CO)[C@@H]1c1ccc(C2=CCCC2)cc1)C1CCCC1
  A: -65	B: 2	C: /	D: /

#33 CCCN1C[C@@H](C)[C@@H](OC)CN(C)C(=O)c2cc(NC(=O)CC(F)(F)F)ccc2OC[C@H]1C
  A: 32	B: 1	C: /	D: -0.4

#34 C[C@@H](NC(=O)C[C@@H]1CC[C@H](NC(=O)Nc2ccc3c(c2)OCO3)[C@H](CO)O1)c1ccccc1
  A: 21	B: /	C: 32	D: 2.3

#35 Cc1ccccc1-c1ccc([C@@H]2[C@@H](CO)N3CCCCN(S(C)(=O)=O)C[C@@H]23)cc1
  A: 9	B: -14	C: 45	D: -2.2

#36 COc1ccc(S(=O)(=O)N(C)C[C@@H]2Oc3c(NC(=O)Nc4c(C)noc4C)cccc3C(=O)N([C@H](C)CO)C[C@@H]2C)cc1
  A: -5	B: 6	C: 49	D: -1.2

#37 COc1ccc(CN(C)C[C@H]2Oc3c(NC(=O)C4CC4)cccc3C(=O)N([C@@H](C)CO)C[C@H]2C)cc1
  A: 26	B: 1	C: 14	D: 0.3

#38 C[C@@H]1CN([C@@H](C)CO)C(=O)CCCn2cc(nn2)CO[C@@H]1CN(C)Cc1ccccc1C(=O)O
  A: 8	B: /	C: -24	D: -0.4

#39 Cc1ccc(S(=O)(=O)N[C@H]2C=C[C@H](CC(=O)NCc3ccncn3)O[C@@H]2CO)cc1
  A: 9	B: 1	C: 40	D: 0.1

#40 C/C=C/c1ccc2c(c1)O[C@@H](CN(C)S(=O)(=O)c1ccccc1OC)[C@@H](C)CN([C@@H](C)CO)S2(=O)=O
  A: -47	B: 1	C: 67	D: -0.9

An excerpt from above in order of molecular weight, falling.
Assay codes – A = Pf Dd2 inh; B = C diff growth; C = Tcruzi prolif; D = KDM4C inh
#28 COc1ccc(S(=O)(=O)Nc2cccc3c2O[C@H](CN(C)Cc2ccc(Cl)c(Cl)c2)[C@H](C)CN([C@@H](C)CO)C3=O)cc1
  A: -16	B: -6	C: 43	D: -0.2

#29 Cc1noc(C)c1NC(=O)N(C)C[C@@H]1Oc2c(cccc2N(C)C)C(=O)N([C@H](C)CO)C[C@@H]1C
  A: -16	B: 9	C: 33	D: -1.6

#35 Cc1ccccc1-c1ccc([C@@H]2[C@@H](CO)N3CCCCN(S(C)(=O)=O)C[C@@H]23)cc1
  A: 9	B: -14	C: 45	D: -2.2

#31 COC(=O)C[C@@H]1C[C@@H]2c3cc(NC(=O)C4CCOCC4)ccc3O[C@@H]2[C@@H](CO)O1
  A: 6	B: -5	C: 12	D: 6.9
